FLuc counter – qHTS profiling assay for firefly luciferase inhibitor/activator using purifed enzyme and Km concentrations of substrates (counterscreen for miR-21 project); purified FLuc, Km substrates, luminescence inhibition; Luciferin 4-monooxygenase (Photinus pyralis), P08659; Potency, µM (top dose mostly 57.5 µM), inactives show at the top dose activity change, negative = inhibition, actives largely listed as inhibitors; 360,000 compounds, 6.9% hits;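 also: plate controls were vehicle for no effect and reference inhibitor for full effect; nearly all actives have a fitted effect of over 55% in size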
Target sequence (P08659 whole entry, looked up): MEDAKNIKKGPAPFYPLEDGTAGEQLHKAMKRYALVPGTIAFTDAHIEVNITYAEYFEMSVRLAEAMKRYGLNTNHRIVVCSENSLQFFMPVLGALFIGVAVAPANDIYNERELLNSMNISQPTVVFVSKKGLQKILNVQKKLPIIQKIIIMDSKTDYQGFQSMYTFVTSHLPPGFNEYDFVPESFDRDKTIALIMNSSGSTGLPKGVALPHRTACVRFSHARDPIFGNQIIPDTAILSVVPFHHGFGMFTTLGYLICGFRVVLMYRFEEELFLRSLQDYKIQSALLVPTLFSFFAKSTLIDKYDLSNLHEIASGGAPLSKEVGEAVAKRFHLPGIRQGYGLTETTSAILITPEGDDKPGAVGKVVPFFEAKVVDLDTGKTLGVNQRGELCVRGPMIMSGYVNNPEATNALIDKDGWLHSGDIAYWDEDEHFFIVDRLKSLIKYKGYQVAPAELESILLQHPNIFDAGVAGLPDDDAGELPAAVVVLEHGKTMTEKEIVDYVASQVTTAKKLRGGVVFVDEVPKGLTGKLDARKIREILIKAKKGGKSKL
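Purified P. pyralis luciferase, 10 nM final, with Km-level 10 uM D-luciferin and 10 uM ATP in 50 mM Tris acetate pH 7.5, 10 mM Mg acetate, 0.01% Tween-20, 0.05% BSA; 6-point qHTS titration about 60 µM downward; luminescence read.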
RORg inh – qHTS for inhibitors of ROR gamma transcriptional activity; Drosophila S2 Gal4-RORgamma UAS-luciferase reporter, 20 h; 310,000 compounds, 5.4% hits; Nuclear receptor ROR-gamma (Mus musculus), P51450; Potency, µM (doses to about 53.6 µM), for inactives: top-dose activity change, negative = inhibition, hits mostly inhibitors; AID 2551, 2010; also: % is scaled to controls: 0 for no effect and ±100 for the full control effect; nearly all actives have a fitted effect of over 60% in size
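Stable Schneider cell line, Gal4 DNA-binding domain fused to ROR gamma, UAS-luciferase. Cmpd 1 hr RT → CuSO4 700 uM final → 20 hr RT → luciferase reagent 10 min → luminescence.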
p53 reactivator – qHTS assay for re-activators of p53 using a Luc reporter; 320,000 compounds, 0.063% hits; H1299 p53-A138V BP100-luciferase reporter, luminescence, 24 h; Potency, µM (top dose mostly 92.2 µM), for the others: top-dose activity change, positive = activation, actives largely listed as activators; also: % of control where 0% means no effect; nearly all actives have a fitted effect of over 45% in size
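p53-null H1299 cells stably carrying temperature-sensitive p53-A138V and a BP100-luciferase reporter were pinned with compounds (4-point, 1:5 series) and held 24 hrs at 37 deg C. Luminescence was read 10 min after detection reagent.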
Rab9 promoter act – qHTS Assay for Rab9 Promoter Activators | Huh7 Rab9 promoter-luciferase reporter, luminescence, 24 h | 320,000 compounds, 2.8% hits | AID 485297, 2010 | Potency, µM (series often up to 9.22 µM), inactives show at the highest dose activation, negative = inhibition, most hits filed as activators; also: % of control where 0% means no effect; nearly all actives have a fitted effect of over 60% in size
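Measured in stably transfected Huh7 cells bearing a Rab9 promoter–luciferase construct: 24 h compound treatment at 37 °C, followed by luminescence detection.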
uPA surface inh – qHTS for Inhibitors of Cell Surface uPA Generation | 330,000 compounds, 0.31% hits | cell surface uPA generation assay, qHTS | Potency, µM (doses to about 38.3 µM), for inactives: top-dose activity change, negative = inhibition, most hits filed as inhibitors | AID 540303, 2011; active = well fitted inhibition curve with a large enough effect; inconclusive = small, poorly fitted or top-dose-only effect; inactive = no such curve, though single readings can be large or run the other way; tested in mouse RAW 264.7 cells; also: % is scaled to controls: 0 for no effect and ±100 for the full control effect; nearly all actives have a fitted effect of over 55% in size
MBNL1 CUG block – qHTS Assay for Inhibitors of MBNL1-poly(CUG) RNA binding; Muscleblind-like protein 1 (Homo sapiens), Q9NR56; TR-FRET MBNL1-His/biotin-(CUG)12 binding, 665/545 ratio; Potency, µM (doses to about 57.5 µM), without a hit: top-dose activity change, negative = inhibition, actives largely listed as inhibitors; 280,000 compounds, 0.036% hits; active = well fitted inhibition curve with a large enough effect in the signal ratio, with a control signal flat, not every such curve was filed as active; inconclusive = small, poorly fitted or top-dose-only effect, or effect the other way, or a change in a side signal; inactive = no such curve, though single readings can be large or run the other way; the % refers to the signal ratio; also: % is scaled to controls: 0 for no effect and ±100 for the full control effect
Target sequence (Q9NR56 whole entry, looked up): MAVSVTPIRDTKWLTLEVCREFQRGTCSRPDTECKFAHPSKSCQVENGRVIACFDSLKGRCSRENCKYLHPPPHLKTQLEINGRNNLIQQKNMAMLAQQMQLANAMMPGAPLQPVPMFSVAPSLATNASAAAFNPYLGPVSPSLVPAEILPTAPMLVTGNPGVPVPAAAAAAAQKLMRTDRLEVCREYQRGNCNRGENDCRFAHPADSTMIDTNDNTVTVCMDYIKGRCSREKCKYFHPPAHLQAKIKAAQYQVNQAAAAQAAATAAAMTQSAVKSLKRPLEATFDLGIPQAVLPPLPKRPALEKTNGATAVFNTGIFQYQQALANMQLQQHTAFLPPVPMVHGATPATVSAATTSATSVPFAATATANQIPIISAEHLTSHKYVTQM
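His-tagged MBNL1 binding to biotinylated (CUG)12 RNA was measured by TR-FRET using terbium anti-His antibody (0.055 ng/ul final) and streptavidin-XL665 (5 nM final). Compounds were titrated 92 nM to 58 uM; 60 min at room temperature.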
NPC1 prom act – qHTS Assay for NPC1 Promoter Activators | Potency, µM (doses to about 9.22 µM), for inactives: top-dose activation, actives largely listed as activators | Huh7 NPC1 promoter luciferase reporter, 24 h | 320,000 compounds, 2.4% hits;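 also: % of control where 0% means no effect; nearly all actives have a fitted effect of over 60% in size; reporter is driven by a mutant NPC1 promoter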
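Huh7 cells stably carrying NPC1 promoter–luciferase, plated in Opti-MEM with 10% FBS for 2 h, were exposed to compound in DMSO for 24 h at 37 °C; luciferase reagent was added for 10 min and luminescence read.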
Gal4-VP16 FLuc – VP16 counterscreen qHTS for inhibitors of ROR gamma transcriptional activity; Potency, µM (titrated, usually from 53.6 µM), inactives show at the top dose activity, negative = inhibition, hits mostly inhibitors; AID 2546, 2010; Drosophila S2 Gal4-VP16 UAS-luciferase, luminescence, 20 h; 310,000 compounds, 3.5% hits;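 also: Gal4-VP16 expression switched on by copper sulfate through the metallothionein promoter; % is scaled to controls: 0 for no effect and ±100 for the full control effect; nearly all actives have a fitted effect of over 50% in size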
MLL CXXC-DNA inh – qHTS Fluorescence Polarization Assay for Inhibitors of MLL CXXC domain - DNA interaction; Histone-lysine N-methyltransferase 2A (Homo sapiens), Q03164; MLL-CXXC / FITC-HOXA9 DNA fluorescence polarization; Potency, µM (highest dose often 115 µM), without a hit: at the top dose activity change, negative = inhibition, most hits filed as inhibitors; 290,000 compounds, 0.037% hits; active = well fitted inhibition curve with a large enough effect in the polarisation, with a control signal flat, not every such curve was filed as active; inconclusive = small, poorly fitted or top-dose-only effect, or effect the other way, or a change in a side signal; inactive = no such curve, though single readings can be large or run the other way; the % refers to the polarisation
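Purified MLL-CXXC (added from a 7 uM solution) was preincubated 5 min at ambient with pinned compounds in 50 mM Tris-HCl pH 7.5, 50 mM NaCl, 1 mM DTT, 0.05% BSA. Fluorescein-labeled HOX-A9 DNA (50 nM solution) followed, 30 min, then polarization read.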
BRCA1 expr act – qHTS Assay to Identify Small Molecule Activators of BRCA1 Expression. Potency, µM (top dose mostly 46.1 µM), for the others: top-dose activation, hits mostly activators. MCF7-BRCA1-FFLuc reporter, luminescence, 48 h; response scale: scaled: vehicle 0%, 10 µM genistein 100%. 380,000 compounds, 1.1% hits; also: nearly all actives have a fitted effect of over 80% in size; some results filed as inactive show a strong effect at the top dose
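Quantitative HTS in MCF7 cells stably reporting BRCA1 expression via firefly luciferase. Compound treatment lasts 48 h at 37 °C in phenol-red free MEM. Activation is expressed relative to genistein at 10 microM and DMSO.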
ELG1 genotox – qHTS screen for small molecules that induce genotoxicity in human embryonic kidney (HEK293T) cells expressing luciferase-tagged ELG1. HEK293T ELG1-luciferase reporter, luminescence, 16 h. Potency, µM (top dose mostly 46 µM), without a hit: at the highest dose activity change, positive = activation, usual class: activators. 330,000 compounds, 1.3% hits. AID 504466, 2011; also: % of control where 0% means no effect; nearly all actives have a fitted effect of over 60% in size
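Quantitative HTS format in 1536-well plates. HEK293T ELG1-luciferase reporter cells receive test compound and are incubated 16 hr at 37 °C, 5% CO2; ONE-Glo added, 30 min room temperature, then luminescence read.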
An asterisk follows results filed as active; ? = inconclusive; . = not tested or not shown; & = joins results of further samples; [ ] = remark or other dose. Unless noted, calls follow the shape of the dose curve; as a rule, active = well fitted curve in the direction sought with a large enough effect; inconclusive = small, poorly fitted or top-dose-only effect, or another doubt; inactive = no such curve, though single readings can be large; an effect the other way counts as inactive or inconclusive. Potency is read from the fitted curve at half-maximal effect. The list is partial (hit frequency here may not be typical).

item	structure	FLuc counter	RORg inh	p53 reactivator	Rab9 promoter act	uPA surface inh	MBNL1 CUG block	NPC1 prom act	Gal4-VP16 FLuc	MLL CXXC-DNA inh	BRCA1 expr act	ELG1 genotox
1	C=Cn1cc[n+](CC(=O)c2ccc(OC)c(OC)c2)c1	1%	1%	.	3%	9%	2%	0%	-2%	6%	0%	3%
2	CCOc1ccccc1NC(=O)C(C)CC (configuration not stated)	-3%	0%	0%	0%	0%	-10%	-2%	-4%	?	-30%	-1%
3	Cc1nc(SCC(=O)NCCc2ccc(Cl)cc2)nc(C)c1C	2%	-4%	0%	3%	0%	3%	-1%	-7%	-16%	3%	0%
4	O=C(NCCc1c[nH]c2ccccc12)C1CCC(Cn2c(=S)[nH]c3ccccc3c2=O)CC1 (configuration not stated)	3%	7.1µM*	-3%	-2%	.	-9%	0%	13µM*	-3%	-75%	-14%
5	O=S(=O)(Nc1ccc(F)cc1)N1CCOCC1	0%	?	4%	-2%	-1%	-6%	-3%	1%	-4%	8%	0%
6	Cc1[nH]c(=O)c(C#N)cc1-c1ccc2nccn2c1	.	-2%&2%	.	-2%[46.1 µM]	.	.	0%[46.1 µM]	3%&6%	12%	.	.
7	O=C(CCN1CCN(c2ccccc2)CC1)NNC(=S)Nc1ccccc1	1%	10µM*	14%	-5%	6%	-2%	-2%	-17%	19%	25%	-7%
8	CSc1nnc(-c2ccc(S(=O)(=O)N3CCOCC3)cc2)n1C	0%	-13%	1%	-7%	2%	?	-2%	3%	-2%	2%	-3%
9	CCn1c(N)c(C(=O)NCc2cccnc2)sc1=S	2%	18%	-5%	1%	-1%	?	0%	12%	-3%	-4%	6%
10	CCOC(=O)C(NC(C)=O)(Nc1ccc(S(=O)(=O)Nc2onc(C)c2C)cc1)C(F)(F)F (configuration not stated)	9%	2%	-1%	9%	6%	8%	-2%	0%	-2%	-9%	4%
11	CN(Cc1cc2ccccc2[nH]c1=O)C(=O)c1cccs1	-1%	14%	2%	2%	0%	-20%	-1%	11%	-6%	0%	1%
12	CCOc1ccc(S(=O)(=O)Nc2ccc(S(=O)(=O)N3CCCCC3)cc2)cc1	0%	4%	4%	3%	2%	-7%	1%	1%	-2%	-2%[1.84 µM]	-1%
13	Cc1cc(C)cc(NC(=O)Cn2nnc(C(=O)NCc3ccc4c(c3)OCO4)c2N)c1	-1%	?	2%	0%	4%	-4%	-7%	-11%	26%	-17%	1%[9.26 µM]
14	COC(=O)c1ccc(NC(=O)Nc2ccc(C)cc2)cc1	?	?	?	27%	-3%	-3%	19%	18%	0%	?	?
15	C/C(=N\NC(=O)C(N)=O)c1ccc(OC(F)F)cc1	-12%	13%	2%	-18%	1%	7%	1%	19%	3%	-3%	2%
16	COC(C(=O)N/N=C(\C)CC(=O)Nc1ccc(Cl)cc1C)c1ccccc1 (configuration not stated)	-1%	-5%	-4%	-2%	-19%	-2%	-2%	-6%	-6%	-13%	0%
17	CCNCc1ccc(OCc2ccccc2F)c(OC)c1	-2%	-7%	-10%	3%	-104%	-4%	-3%	16%	12%	?	4%
18	O=C(COC(=O)c1cc2ccccc2cc1O)c1ccccc1	27µM*	-5%	11%	5%	-1%	4%	0%	-13%	-9%	90%	?
19	CC(C)(CNC(=O)CNC(=O)c1ccc(Cl)cc1Cl)N1CCOCC1	-3%	.	-1%	6%	2%	.	-1%	.	.	-3%	1%
20	CCCS(=O)(=O)N1CCN=C1SCc1cccnc1	0%	3%	-5%	-1%	1%	4%	-4%	-16%	-1%	-3%	8%
21	CCOC(=O)C1=NN(C(=O)c2ccco2)C2(CC2)C1	1%	-4%	2%	-4%	-3%	7%	0%	5%	-16%	44%	2%
22	CC(C)/C=C(/C(=O)c1ccc(Cl)cc1Cl)n1cncn1	2%	?	-12%	-13%	?	-5%	-9%	?	-1%	-20%	9%
23	Cc1ccc(OCC(=O)N/N=C/c2cccn2C)cc1C	?	?	0%	5%	-3%	.	0%	?	-9%	-21%	-1%
24	COCc1ccc(-c2c(-c3cccc(OC)c3)sc3ccc(OC)cc23)cc1	-1%	.	-2%	-4%	3%	.	-2%	.	.	50%	0%
25	O=C(CSc1ccccc1)NCc1ccco1	-12%	-8%	25%	2%	-4%	11%	0%	6%	9%	61%	-2%
26	CN(C)c1ccc(NC(=O)CN2CCN(c3ccc(F)cc3)CC2)cc1	4%	-5%	4%	3%	-2%	-7%	-5%	-7%	-4%	-6%	-5%
27	N#Cc1cc2c(nc1SCc1ccccc1)CCCC2=O	1%	-17%	4%	0%	2%	7%	-1%	-6%	-6%	48%	1%
28	O=C(CN1CCCCC1)Nc1cccc(Oc2ccccc2)c1	-7%	25%	3%	3%	2%	-7%	4%	-1%	-4%	5%	5%
29	CC(O)c1cc2c(cc1NC(=O)c1cnn3c1NC(c1ccco1)CC3C(F)(F)F)OCO2 (configuration not stated)	0%	-8%	0%	-4%	11%	7%	2%	-1%	1%	-28%	-4%
30	O=C1CSC(c2ccc(F)c(F)c2)N1c1ccccc1F (configuration not stated)	0%	-2%	-1%	4%	3%	-1%	-3%	-1%	6%	0%	1%
31	CCOC(=O)c1cc(C(=O)OCC)c(=O)[nH]c1C	-3%	-28%	-5%	-6%	2%	?	-2%	-10%	-3%	-10%	2%
32	Cc1ccc(N(CC(=O)Nc2ccc(S(=O)(=O)N3CCOCC3)cc2)S(C)(=O)=O)cc1C	0%	20%	-6%	1%	2%	-2%	0%	0%	-1%	6%	0%
33	Cn1c(SCC(=O)O)nc2ccccc2c1=O	-3%	6%	4%	3%	7%	5%	5%	7%	2%	-1%	-1%
34	O=C(Cn1cnc2cc([N+](=O)[O-])ccc2c1=O)Nc1ccc(Br)cc1	-3%	21%	-3%	-3%	2%	.	1%	0%	14%	-27%	-4%
35	Cc1sc2ncnc(N3CCC(C(=O)Nc4cc(S(C)(=O)=O)ccc4Cl)CC3)c2c1C	1%	.	-13%	-4%	5%	.	-9%	.	.	-21%	-14%
36	COCCCNC(=O)/C=C1\Sc2ccccc2N(Cc2ccccc2F)C1=O	?	40%	4%	16%	-3%	5%	8%	9%[10 µM]	-8%	?	-6%
37	COc1ccc(NC(=O)CCCN2C(=O)CCC2=O)cc1Cl	-6%[2.3 µM]	3%	25%	-2%	2%	13%	0%	19%	-2%	5%	6%
38	CC(C)CCNC(=O)C(=O)Nc1cc2c3c(c1)CCC(=O)N3CCC2	1%	-4%	-18%	-3%	-1%	7%	-1%	-9%	10%	-32%	18%
39	CCN(CC)S(=O)(=O)c1cccc(C(=O)NC(C(=O)Nc2nnc(C3CC3)s2)C(C)C)c1 (configuration not stated)	0%	1%	2%	2%	-7%	-6%	3%	-14%	13%	-27%	-2%
40	N#C/C(=C(/O)c1ccc(Cl)cc1)c1nc2ccccc2[nH]1	1%	-21%	5%	28%	2%	1%	26%	1%	11%	22%	10%
41	COC(=O)c1ccc(OC(=O)CCc2cc(OC)c(OC)c(OC)c2)cc1	-5%	4%	5%	7%	4%	8%	-1%	-6%	4%	0%	1%
42	Cc1ccc(C)n1-c1ncn[nH]1	3%	-21%	10%	-3%	0%	0%	1%	5%	-11%	2%	8%
43	CN(Cc1c(C(=O)N/N=C/c2ccc(O)cc2)nnn1-c1nonc1N)c1ccccc1	3%	-3%	0%	-7%	5%	-1%	1%	-5%	9%	-20%	-4%
44	CN(CC(=O)Nc1ccccc1Cl)C(=O)COC(=O)/C=C/c1cccc(C(F)(F)F)c1	4%	.	0%	-2%	-4%	.	1%	.	.	10%	2%
45	CC(Oc1ccc(F)cc1)C(=O)Nc1cc(S(=O)(=O)N2CCCCC2)ccc1N1CCOCC1 (configuration not stated)	-1%	.	1%	-7%	4%	.	-5%	.	.	-26%	-2%

Screening results from PubChem.
